IDH1 mut inh: IDH1 R132H (human) inhibition; inhibition, % at 10 µM; AID 624101; IDH1 R132H reductase, diaphorase/resazurin fluorescence, 60 min; 0.18% of 70,000 active; in the data active = inhibition above about 34%;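 also: 0% = DMSO and 100% = no enzyme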
Target sequence (O75874 whole entry R132H): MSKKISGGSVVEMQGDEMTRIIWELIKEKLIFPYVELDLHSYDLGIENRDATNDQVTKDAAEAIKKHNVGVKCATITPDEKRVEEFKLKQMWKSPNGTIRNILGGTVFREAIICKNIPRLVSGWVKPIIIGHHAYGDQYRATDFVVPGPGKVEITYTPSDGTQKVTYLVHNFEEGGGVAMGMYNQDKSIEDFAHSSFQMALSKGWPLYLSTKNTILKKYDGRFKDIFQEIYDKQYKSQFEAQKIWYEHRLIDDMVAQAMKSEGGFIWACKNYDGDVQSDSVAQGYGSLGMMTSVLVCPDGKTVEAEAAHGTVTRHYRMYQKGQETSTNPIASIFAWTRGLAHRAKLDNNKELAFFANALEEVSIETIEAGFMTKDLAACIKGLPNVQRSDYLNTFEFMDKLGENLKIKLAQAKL
PRC2 inh: inhibitors of human EZH2/PRC2 methyltransferase; Q15910; PRC2 H3K27 methylation, DELFIA TRF, 1 h; inhibition, % at 12.5 µM; 0.35% of 57,000 active;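 active = mean inhibition of replicates at least 50% and every single replicate also reaching 50%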;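 also: dimethyl H3K27 on biotinylated H3 21-44 peptide detected by antibody; plate controls were median neutral control wells for no effect and median positive control wells for full effect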
Starred values were filed as active, the others as inactive; · = no result given. The list is partial (hit frequency here may not be typical).

SMILES,IDH1 mut inh,PRC2 inh
COc1ccc(CCC(=O)O)c(O[C@@H]2O[C@H](CO)[C@@H](O)[C@H](O)[C@H]2O)c1,0.6,·
CC(C)NC(=O)N(C)C[C@H]1Oc2ccc(NC(=O)Nc3ccc(C(F)(F)F)cc3)cc2CC(=O)N([C@@H](C)CO)C[C@@H]1C,0.0,-4
C[C@@H]1CCCCO[C@@H](CN(C)C(=O)Nc2ccc(C(F)(F)F)cc2)[C@H](C)CN([C@H](C)CO)C(=O)c2cc(NC(=O)NC3CCCCC3)ccc2O1,2.1,·
C[C@@H]1CN([C@@H](C)CO)S(=O)(=O)c2ccc(C#C[C@@H](C)O)cc2O[C@H]1CN(C)Cc1cccnc1,·,-6
CC(=O)N(C)C[C@@H]1Oc2ncc(-c3cccnc3)cc2C(=O)N([C@@H](C)CO)C[C@H]1C,-2.0,5
C/C=C/c1ccc2c(c1)O[C@H](CN(C)C(=O)Cc1ccccc1)[C@H](C)CN([C@H](C)CO)S2(=O)=O,3.9,-5
O=C(C[C@@H]1C=C[C@H](NC(=O)c2ccccn2)[C@H](CO)O1)NCc1cc(F)cc(F)c1,-0.2,12
COc1ccccc1NC(=O)N(C)C[C@@H]1OCc2cnnn2CCCC(=O)N([C@H](C)CO)C[C@H]1C,-1.4,-1
Cc1cc(C(=O)Nc2cccc3c2O[C@H](CN(C)C(=O)Nc2ccc4c(c2)OCO4)[C@H](C)CN([C@H](C)CO)C3=O)n(C)n1,0.2,·
Cc1ccc(C)c(NC(=O)c2ccc(OCC(=O)Nc3cccc(Cl)c3)cc2)c1,0.3,4
O=C(Cc1ccccn1)N[C@@H]1C=C[C@@H](CC(=O)N2CCCCC2)O[C@@H]1CO,0.3,6
C[C@H]1CN([C@@H](C)CO)C(=O)c2cc(NC(=O)Nc3ccccc3)ccc2O[C@H]1CN(C)Cc1ccncc1,0.9,0
Cc1ccc2c(C)c(C(=O)Nc3sc4c(c3C(=O)NCc3cccnc3)CCCC4)oc2c1,-0.1,3
O=c1c2ccccc2ncn1CCCOc1ccccc1[N+](=O)[O-],-0.2,-13
CO[C@H]1CN(C)C(=O)c2ccc(NC(C)=O)cc2OC[C@@H](C)NC[C@H]1C,0.0,-9
C[C@@H]1CN([C@H](C)CO)C(=O)c2cc(NC(=O)Nc3ccc4c(c3)OCO4)ccc2O[C@@H](C)CCCCO[C@H]1CN(C)S(C)(=O)=O,-7.1,·
Cc1ccccc1S(=O)(=O)NCC[C@@H]1CC[C@H](NC(=O)C2CCC2)[C@@H](CO)O1,0.1,6
Cc1noc(C)c1S(=O)(=O)N(C)C[C@H]1OCCCC[C@H](C)Oc2ccc(NC(=O)CCCN(C)C)cc2C(=O)N([C@H](C)CO)C[C@@H]1C,-0.5,·
O=C(O)CCC/C=C\C[C@@H]1CO[C@H](C(F)(F)F)O[C@@H]1c1ccccc1O,1.2,-14
COc1ccc(CN(C)C[C@H]2Oc3ccc(NC(=O)Nc4ccc(F)cc4)cc3C(=O)N([C@@H](C)CO)C[C@H]2C)cc1,1.8,·

Reprinted from the part before: six entries, then new ones.
SMILES,IDH1 mut inh,PRC2 inh
CO[C@H]1CN(C)C(=O)c2ccc(NC(C)=O)cc2OC[C@@H](C)NC[C@H]1C,0.0,-9
C[C@@H]1CN([C@H](C)CO)C(=O)c2cc(NC(=O)Nc3ccc4c(c3)OCO4)ccc2O[C@@H](C)CCCCO[C@H]1CN(C)S(C)(=O)=O,-7.1,·
Cc1ccccc1S(=O)(=O)NCC[C@@H]1CC[C@H](NC(=O)C2CCC2)[C@@H](CO)O1,0.1,6
Cc1noc(C)c1S(=O)(=O)N(C)C[C@H]1OCCCC[C@H](C)Oc2ccc(NC(=O)CCCN(C)C)cc2C(=O)N([C@H](C)CO)C[C@@H]1C,-0.5,·
O=C(O)CCC/C=C\C[C@@H]1CO[C@H](C(F)(F)F)O[C@@H]1c1ccccc1O,1.2,-14
COc1ccc(CN(C)C[C@H]2Oc3ccc(NC(=O)Nc4ccc(F)cc4)cc3C(=O)N([C@@H](C)CO)C[C@H]2C)cc1,1.8,·
COc1ccc(S(=O)(=O)N(C)C[C@@H]2Oc3c(cccc3N(C)C)C(=O)N([C@@H](C)CO)C[C@H]2C)cc1,-2.0,2
C[C@H]1CN([C@@H](C)CO)C(=O)Cc2cc(N(C)C)ccc2O[C@H]1CN(C)C(=O)Nc1ccc2c(c1)OCO2,-8.6,0
CO[C@@H]1CN(C)C(=O)c2cc(NC(=O)Nc3cccc(Cl)c3)ccc2OC[C@H](C)NC[C@H]1C,-0.2,-3
COCC#Cc1cnc2c(c1)C(=O)N([C@H](C)CO)C[C@@H](C)[C@H](CN(C)Cc1ccc(F)cc1)O2,0.0,·
COc1cc([N+](=O)[O-])ccc1NC(=O)CS(=O)(=O)Cc1ccccc1,0.0,-6
CC(C)NC(=O)N(C)C[C@H]1Oc2ccc(NC(=O)Nc3ccc(F)cc3)cc2C(=O)N([C@@H](C)CO)C[C@@H]1C,-0.2,0
CC(C)NC(=O)N(C)C[C@@H]1OCCCC[C@@H](C)Oc2ccc(NC(=O)C3CCCCC3)cc2C(=O)N([C@@H](C)CO)C[C@H]1C,3.8,9
COc1ccc(NC(=O)CN2CCN(S(=O)(=O)N(C)C)CC2)cc1,-0.4,9
CC(C)CC#Cc1ccc2c(c1)O[C@@H](CN(C)C)[C@H](C)CN([C@@H](C)CO)S2(=O)=O,-2.8,-4
CC(NS(=O)(=O)c1ccc(Cl)cc1)C(=O)Nc1c(F)cccc1F (stereo not given),0.0,2
COc1ccc(NC(=O)N(C)C[C@H]2Oc3ccc(NC(=O)CCCCCC(=O)Nc4ccccc4N)cc3CC(=O)N([C@H](C)CO)C[C@@H]2C)cc1,-1.6,·
Cc1ccc(-c2ccn(-c3ccc(C)c(Cl)c3)c(=S)n2)cc1,-1.1,1
COc1ccc(NC(=O)N(C)C[C@@H]2Oc3ccc(NC(=O)C4CC4)cc3C(=O)N([C@@H](C)CO)C[C@H]2C)cc1,0.5,11
CO[C@@H]1CN(C)C(=O)c2cc(NC(=O)c3ccc4c(c3)OCO4)ccc2OC[C@@H](C)N(CCC(F)(F)F)C[C@@H]1C,1.2,-8
C[C@H]1CN([C@@H](C)CO)C(=O)Cc2cc(NS(=O)(=O)c3ccccc3)ccc2O[C@@H]1CN(C)CC1CCCCC1,-2.5,-12
CCn1cc(C(=O)OCc2ccc3nonc3c2)c(=O)c2ccc(C)nc21,1.3,·
O=C(CS(=O)(=O)Cc1ccccc1)Nc1cccnc1,0.2,-14
C[C@@H]1CN([C@@H](C)CO)C(=O)c2cc(NS(C)(=O)=O)ccc2O[C@H]1CN(C)Cc1ccncc1,0.6,7
COc1ccc(CN(C)C[C@@H]2Oc3ccc(NC(=O)Cc4cn(C)c5ccccc45)cc3C(=O)N([C@H](C)CO)C[C@@H]2C)cc1,-23,-7
CO[C@@H]1CN(C)C(=O)c2cc(NC(=O)Nc3cc(F)ccc3F)ccc2OC[C@H](C)N(C(=O)c2ccccn2)C[C@H]1C,0.1,-2
C[C@H](CO)N1C[C@H](C)[C@H](CN(C)C)Oc2ccc(N(C)C)cc2CC1=O,-0.5,-4
C[C@H](CO)N1C[C@H](C)[C@@H](CN(C)CC2CC2)Oc2c(NC(=O)c3ccncc3)cccc2C1=O,-1.1,0
Cc1cc(=O)[nH]c(SCC(=O)Nc2ccnc3ccccc23)n1,-1.0,·
O=C1N(CCS(=O)(=O)c2ccccc2)Cc2ccccc2C[C@]12N=C(c1ccc(OCCCO)cc1)O[C@@H]2c1ccccc1,·,13
OCCN1CCN(CC(O)COc2ccc(Cl)cc2)CC1 (stereo not given),-0.1,-1
COCc1cn(CC[C@@H]2CC[C@@H](NC(=O)c3ccccc3)[C@H](CO)O2)nn1,0.4,3
C[C@@H]1CN([C@H](C)CO)C(=O)Cc2cc(NS(=O)(=O)c3cccs3)ccc2O[C@@H]1CN(C)CC1CC1,-0.4,·
Cc1ccccc1OCC(=O)Nc1cc2nn(-c3ccccc3)nc2cc1Cl,-0.1,-5
Cc1cccc(N2C(=O)CC(SCc3nc4ccccc4[nH]3)C2=O)c1 (stereo not given),0.4,-1
CO[C@H]1CN(C)C(=O)c2cc(NC(=O)C3CC3)ccc2OC[C@@H](C)N(C(=O)Cc2ccccn2)C[C@@H]1C,-0.1,3
O=C(CSc1ccccn1)N1CCN(S(=O)(=O)c2ccccc2)C1,2.4,-21
Cc1ccc(S(=O)(=O)N(C)C[C@@H]2Oc3ccc(NC(=O)C4CC4)cc3C(=O)N([C@H](C)CO)C[C@@H]2C)cc1,0.0,-2
C[C@@H]1CN([C@H](C)CO)C(=O)c2cc(N(C)C)ccc2O[C@@H](C)CCCCO[C@@H]1CN(C)C(=O)Nc1ccc(C(F)(F)F)cc1,0.4,-12
CC(C)NC(=O)Nc1cccc2c1O[C@@H](CN(C)C(=O)NC1CCCCC1)[C@@H](C)CN([C@@H](C)CO)C2=O,0.3,-9
CNC[C@H]1OCCCC[C@@H](C)Oc2ccc(NC(=O)Nc3cccc4ccccc34)cc2C(=O)N([C@H](C)CO)C[C@H]1C,-19,-5
C/C=C/c1ccc2c(c1)O[C@H](CN(C)C(=O)NC1CCCCC1)[C@@H](C)CN([C@@H](C)CO)S2(=O)=O,-1.5,·
COc1ccc2c3c([nH]c2c1)[C@H]1C[C@H]2[C@H](C[C@@H](O)[C@H](OC)[C@H]2C(=O)O)CN1CC3,0.4,-10
C[C@H](CO)N1C[C@H](C)[C@@H](CN(C)C(=O)Nc2ccccc2F)Oc2cc(-c3ccc(F)cc3)ccc2S1(=O)=O,-1.6,·
C[C@@H]1CCCCO[C@@H](CN(C)Cc2ccc3c(c2)OCO3)[C@@H](C)CN([C@H](C)CO)C(=O)c2cc(N(C)C)ccc2O1,·,2
Cc1noc(C)c1S(=O)(=O)Nc1ccc2c(c1)C(=O)N([C@@H](C)CO)C[C@@H](C)[C@@H](CN(C)S(C)(=O)=O)O2,-0.1,·
CCCNC(=O)N(C)C[C@@H]1Oc2cc(C#CC3CC3)ccc2S(=O)(=O)N([C@@H](C)CO)C[C@@H]1C,-0.5,9
Cc1ccccc1-c1ccc2c(c1)O[C@H](CN(C)C)[C@@H](C)CN([C@@H](C)CO)S2(=O)=O,-2.3,-4
O=C(CSc1nc2ccccc2s1)Nc1cc(Cl)cc(Cl)c1,0.0,43
CCCC(=O)Nc1ccc2c(c1)C(=O)N(C)C[C@H](OC)[C@H](C)CN(CCC)[C@H](C)CO2,-0.3,0
O=C(NCC[C@@H]1CC[C@@H](NC(=O)c2cnccn2)[C@H](CO)O1)Nc1ccc(F)cc1,-0.5,0
O=C(NCC[C@H]1CC[C@H](NC(=O)c2cccnc2)[C@@H](CO)O1)Nc1ccc(Cl)cc1,0.1,7
C[C@@H]1CCCCO[C@H](CN(C)S(C)(=O)=O)[C@H](C)CN([C@@H](C)CO)C(=O)c2cc(NC(=O)CCC(F)(F)F)ccc2O1,2.2,-2
CO[C@H]1CC[C@H]2CCOc3c(C#N)cccc3C(=O)N(C)CC3(CCCCC3)CC(=O)N(C)C[C@@H]1O2,0.2,10
C[C@@H]1CN([C@@H](C)CO)C(=O)c2cc(-c3ccccc3F)cnc2O[C@@H]1CN(C)C(=O)c1ccccn1,2.4,-3
COc1ccc(NC(=O)c2ccc(OC(=O)CCN3C(=O)c4ccccc4C3=O)cc2)cc1,-0.3,-4
C[C@@H]1CN([C@@H](C)CO)C(=O)c2cc(C3=CCCCC3)cnc2O[C@H]1CN(C)C(=O)NC1CCCC1,-2.4,11
COc1ccc(S(=O)(=O)N[C@H]2CC[C@H](CCNC(=O)c3ccccc3F)O[C@@H]2CO)cc1,0.2,0
C[C@H](CO)N1C[C@H](C)[C@H](CN(C)C(=O)Nc2ccccc2)Oc2ncc(C#Cc3ccc(C(F)(F)F)cc3)cc2C1=O,0.2,·
C[C@H](CO)N1C[C@H](C)[C@@H](CN(C)CC2CCCCC2)Oc2ccc(NC(=O)Nc3cccc4ccccc34)cc2CC1=O,0.3,·
NC(=O)NCC#Cc1ccc2c(c1)[C@]1(C(=O)N2)[C@H](C(=O)O)[C@H]2C(=O)O[C@H](c3ccccc3)[C@H](c3ccccc3)N2[C@@H]1c1ccc(OCCO)cc1,·,-4
COc1ccc(CN(C)C[C@H]2Oc3c(NC(=O)Nc4ccc(C(F)(F)F)cc4)cccc3C(=O)N([C@@H](C)CO)C[C@H]2C)cc1,0.2,-15
C[C@@H]1CN([C@H](C)CO)C(=O)CCCn2nncc2CO[C@H]1CN(C)C(=O)Nc1ccc(N2CCN(C)CC2)cc1,-3.6,-1
CCCC#Cc1cnc2c(c1)C(=O)N([C@H](C)CO)C[C@@H](C)[C@H](CN(C)Cc1ccccc1F)O2,-9.4,-3
Cn1cnc(S(=O)(=O)N[C@@H]2C=C[C@@H](CC(=O)NCC3CC3)O[C@@H]2CO)c1,0.2,6
O=C(CCN1CCCCC1)NCC[C@H]1CC[C@@H](NS(=O)(=O)c2cccc(F)c2)[C@@H](CO)O1,0.0,-6

Other results:
SMILES,IDH1 mut inh,PRC2 inh
N#Cc1c(-c2ccccc2)nc2n1CCS2,-1.4,-14
COc1ccccc1CCNC(=O)c1ccoc1C,2.8,·
C[C@H]1CN([C@@H](C)CO)C(=O)c2cccc(NC(=O)c3ccncc3)c2O[C@@H]1CN(C)C(=O)Nc1ccc(C(F)(F)F)cc1,2.4,0
COCC#Cc1ccc2c(c1)O[C@@H](CN(C)C(=O)C1CCCCC1)[C@H](C)CN([C@H](C)CO)S2(=O)=O,0.1,·

Bioassay records (PubChem BioAssay)
